Screening data deposited in PubChem BioAssay by Dana-Farber Cancer Institute and Novartis Institutes for BioMedical Research (Cambridge, Mass).
USP8 block = human USP8 deubiquitinase inhibition; purified USP8, Ub-rhodamine cleavage fluorescence, 30 min; P40818; AID 1645853; inhibition, % at 20 µM; 47,000 tested, 4.2% active
USP10 block = blocks human USP10 ubiquitin-rhodamine cleavage; purified USP10, Ub-rhodamine fluorescence, 60 min; 47,000 tested, 1.1% active; inhibition, % at 20 µM; Q14694
UCHL1 inh = human UCHL1 deubiquitinase inhibition | 47,000 tested, 0.2% active | purified UCHL1, Ub-rhodamine cleavage fluorescence | inhibition, % at 20 µM | AID 1645859
USP17 inh = blocks human USP17 ubiquitin-rhodamine cleavage; purified USP17, Ub-rhodamine cleavage fluorescence, 3 h; inhibition, % at 50 µM; 47,000 tested, 6.5% active; AID 1645855
USP28 inh = blocks human USP28 ubiquitin-rhodamine cleavage; Q96RU2; purified USP28, Ub-rhodamine cleavage fluorescence, 30 min; inhibition, % at 25 µM; 47,000 tested, 3% active
USP7 inh = blocks human USP7 ubiquitin-rhodamine cleavage | inhibition, % at 20 µM | 47,000 tested, 0.3% active | Q93009 | purified USP7, Ub-rhodamine cleavage fluorescence
Target sequence (Q93009 whole entry, looked up): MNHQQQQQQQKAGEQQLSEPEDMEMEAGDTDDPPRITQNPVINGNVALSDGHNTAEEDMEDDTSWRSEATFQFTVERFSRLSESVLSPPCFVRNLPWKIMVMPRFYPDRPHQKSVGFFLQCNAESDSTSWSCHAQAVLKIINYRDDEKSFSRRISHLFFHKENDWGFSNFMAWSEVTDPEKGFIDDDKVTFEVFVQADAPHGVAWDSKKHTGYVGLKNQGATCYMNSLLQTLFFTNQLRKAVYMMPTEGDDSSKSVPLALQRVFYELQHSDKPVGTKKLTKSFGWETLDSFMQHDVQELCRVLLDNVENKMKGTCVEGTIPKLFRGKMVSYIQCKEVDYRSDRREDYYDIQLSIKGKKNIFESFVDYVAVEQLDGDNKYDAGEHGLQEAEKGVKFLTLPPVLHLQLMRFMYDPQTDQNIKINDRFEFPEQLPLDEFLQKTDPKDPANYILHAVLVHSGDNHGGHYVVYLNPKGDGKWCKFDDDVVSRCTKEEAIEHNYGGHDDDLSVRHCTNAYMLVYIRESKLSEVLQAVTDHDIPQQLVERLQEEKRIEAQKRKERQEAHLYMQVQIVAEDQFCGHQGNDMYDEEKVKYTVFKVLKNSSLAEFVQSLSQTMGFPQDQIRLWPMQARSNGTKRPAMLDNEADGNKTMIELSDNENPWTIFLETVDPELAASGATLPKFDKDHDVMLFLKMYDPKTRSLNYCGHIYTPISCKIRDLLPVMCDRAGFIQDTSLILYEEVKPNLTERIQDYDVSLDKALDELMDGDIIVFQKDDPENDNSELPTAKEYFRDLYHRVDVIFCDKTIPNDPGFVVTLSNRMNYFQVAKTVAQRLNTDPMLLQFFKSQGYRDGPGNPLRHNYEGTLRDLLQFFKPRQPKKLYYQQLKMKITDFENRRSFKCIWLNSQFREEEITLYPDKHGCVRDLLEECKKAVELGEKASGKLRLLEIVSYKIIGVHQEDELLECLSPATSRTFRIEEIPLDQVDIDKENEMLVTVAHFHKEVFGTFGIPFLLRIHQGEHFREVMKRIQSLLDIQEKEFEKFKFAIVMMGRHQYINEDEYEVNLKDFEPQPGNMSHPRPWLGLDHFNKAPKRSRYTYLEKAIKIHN
USP30 block = inhibitors of human USP30 deubiquitinase; AID 1645860; 47,000 tested, 5.3% active; inhibition, % at 25 µM; purified USP30, Ub-rhodamine cleavage fluorescence; Q70CQ3
OTUD3 block = blocks human OTUD3 ubiquitin-rhodamine cleavage; Q5T2D3; purified OTUD3, Ub-rhodamine fluorescence, 2 h; inhibition, % at 25 µM; 47,000 tested, 0.7% active; AID 1645858
Starred values were filed as active, the others as inactive; i = inactive; . = not tested or not shown. No stated cut-off is given here; in the data, active means inhibition above about 30%; inactive means the rest.

The first 11 entries, ahead of the listing:
entry	canonical_smiles	USP8 block	USP10 block	UCHL1 inh	USP17 inh	USP28 inh	USP7 inh	USP30 block	OTUD3 block
1	COc1ccc(Cl)cc1NC(=O)Cn1c(=O)n(CCC(=O)N2CCc3ccccc3C2)c(=O)c2ccccc21	33.8*	5.5	5.6	24.7	5.1	1.7	35.8*	16.3
2	Cc1ccc(Cn2ccc3nc(N4CCN(C)CC4)ncc3c2=O)cc1	8.1	-0.1	0.4	13.0	2.8	-3.5	25.4	1.2
3	Cc1ccc(N2CCN(S(=O)(=O)c3c(C)[nH]c(C)c3-c3nnc(C)o3)CC2)cc1	-4.6	1.7	-0.2	-21.2	-11.3	-1.2	-46.2	-11.0
4	N#Cc1ccc(S(=O)(=O)Oc2cccnc2)cc1	2.7	1.3	-3.8	-1.2	-14.0	-3.8	-3.2	-6.6
5	COc1ccc(C2CNCCN2C(=O)CCc2c(C)noc2C)cc1 (stereo unspecified)	9.3	1.2	-0.5	2.7	-5.6	-3.2	-3.9	-5.3
6	COc1ccc(CN2C[C@@]34CN(C(=O)Cc5ccccc5)C[C@@H](C[C@@H]3S2(=O)=O)O4)cc1	-3.7	0.8	0.4	-1.2	4.0	1.5	20.8	1.8
7	CC(=O)N1Cc2ccccc2OC2(CCN(Cc3ccc(O)cc3)CC2)C1	-205.6	4.0	3.8	-34.3	-0.9	3.9	6.4	2.9
8	N#Cc1ccccc1S(=O)(=O)N1CCN(c2nnnn2-c2ccccc2)CC1	-0.4	-2.6	0.4	2.8	3.2	-5.0	2.5	1.9
9	CC(=O)N1Cc2ccccc2OC2(CCN(CC(=O)N3CCC(C)CC3)CC2)C1	4.2	-0.9	4.7	3.5	6.4	-1.0	8.9	6.1
10	O=C(NCc1ccccc1)c1ccccc1N1CCS(=O)(=O)CC1	17.1	0.0	2.9	7.3	8.0	3.1	23.8	16.8
11	O=C(CCc1nnc2ccc(N3CCCCC3)nn12)NCc1ccco1	18.1	-2.0	0.0	-6.4	-7.8	0.0	-11.7	-0.2

The listing, from the first entry:
entry	canonical_smiles	USP8 block	USP10 block	UCHL1 inh	USP17 inh	USP28 inh	USP7 inh	USP30 block	OTUD3 block
1	COc1ccc(Cl)cc1NC(=O)Cn1c(=O)n(CCC(=O)N2CCc3ccccc3C2)c(=O)c2ccccc21	33.8*	5.5	5.6	24.7	5.1	1.7	35.8*	16.3
2	Cc1ccc(Cn2ccc3nc(N4CCN(C)CC4)ncc3c2=O)cc1	8.1	-0.1	0.4	13.0	2.8	-3.5	25.4	1.2
3	Cc1ccc(N2CCN(S(=O)(=O)c3c(C)[nH]c(C)c3-c3nnc(C)o3)CC2)cc1	-4.6	1.7	-0.2	-21.2	-11.3	-1.2	-46.2	-11.0
4	N#Cc1ccc(S(=O)(=O)Oc2cccnc2)cc1	2.7	1.3	-3.8	-1.2	-14.0	-3.8	-3.2	-6.6
5	COc1ccc(C2CNCCN2C(=O)CCc2c(C)noc2C)cc1 (stereo unspecified)	9.3	1.2	-0.5	2.7	-5.6	-3.2	-3.9	-5.3
6	COc1ccc(CN2C[C@@]34CN(C(=O)Cc5ccccc5)C[C@@H](C[C@@H]3S2(=O)=O)O4)cc1	-3.7	0.8	0.4	-1.2	4.0	1.5	20.8	1.8
7	CC(=O)N1Cc2ccccc2OC2(CCN(Cc3ccc(O)cc3)CC2)C1	-205.6	4.0	3.8	-34.3	-0.9	3.9	6.4	2.9
8	N#Cc1ccccc1S(=O)(=O)N1CCN(c2nnnn2-c2ccccc2)CC1	-0.4	-2.6	0.4	2.8	3.2	-5.0	2.5	1.9
9	CC(=O)N1Cc2ccccc2OC2(CCN(CC(=O)N3CCC(C)CC3)CC2)C1	4.2	-0.9	4.7	3.5	6.4	-1.0	8.9	6.1
10	O=C(NCc1ccccc1)c1ccccc1N1CCS(=O)(=O)CC1	17.1	0.0	2.9	7.3	8.0	3.1	23.8	16.8
11	O=C(CCc1nnc2ccc(N3CCCCC3)nn12)NCc1ccco1	18.1	-2.0	0.0	-6.4	-7.8	0.0	-11.7	-0.2
12	CC1CCN(c2cc(-c3nccn3CC(=O)NC3CCCC3)ccn2)CC1	2.3	-2.4	-1.8	-13.7	-3.3	-12.4	-11.6	-10.8
13	O=C(c1ccccc1)N1CC[C@H](c2nnc(-c3ccncc3)o2)C1	-4.0	4.0	2.1	-0.6	-0.7	3.6	1.0	-2.4
14	Cc1ccccc1CS(=O)(=O)c1cn(CC(=O)N2CCCC2)c2ccccc12	-12.0	-0.3	-1.3	0.3	-7.3	1.3	-1.9	-1.4
15	COc1ccc(S(=O)(=O)NCC(C)(C)SCc2ccc(F)cc2)cc1	10.3	10.0	5.3	21.0	7.5	-3.2	31.3*	6.2
16	CC1(C)Cc2c(sc3nc(SCC(=O)N4CCCCC4)nc(N)c23)CO1	10.8	-0.5	3.9	0.4	9.3	0.1	7.8	2.6
17	Cc1ccc(NC(=O)N2CC(c3nc(-c4cnccn4)no3)C2)cc1	-18.8	-0.9	-1.4	-0.4	-2.1	4.4	6.9	-0.7
18	CCN1CCC2(CC1)Cc1ccccc1CN(C(=O)c1ccccc1)C2	-65.3	-2.5	-36.9	-122.7	-152.6	-38.0	i	-115.6
19	CC(C)CN1C[C@H]2CCN(C(=O)c3ccccn3)CC[C@H]2S1(=O)=O	19.3	0.3	0.0	14.8	17.2	3.1	20.1	5.8
20	COc1ccc(Cc2nnc3c4cnn(-c5ccccc5)c4ncn23)cc1OC	-1.6	-1.4	-0.2	12.1	-0.6	-0.2	29.6	7.8
21	Cn1cc(CCCC(=O)NCc2cccc(Cl)c2)c2ccccc21	7.3	7.0	5.4	-25.5	-4.3	-5.1	-12.3	8.5
22	O=S1(=O)Cc2cnc(Nc3ccccc3)nc2[C@H]2CN(Cc3ccccc3)C[C@H]21	4.5	3.5	4.5	0.1	2.3	-6.6	4.7	-0.3
23	CC1CCC(NC(=O)c2cnn3c4c(cnc23)CCCC4)CC1 (stereo unspecified)	5.6	-4.8	0.1	14.3	8.6	-15.2	4.9	14.0
24	N#Cc1cccc(S(=O)(=O)c2c[nH]c3ccc(Cl)cc3c2=O)c1	46.9*	5.9	2.1	-9.1	-0.1	6.7	-29.0	-5.7
25	CCN1C[C@@]23CN(C(=O)c4cnccn4)C[C@@H](C[C@@H]2S1(=O)=O)O3	1.7	-0.1	1.5	5.4	.	4.4	.	3.3
26	CC(=O)Nc1ccc(C2(C(=O)NCc3ccc(F)cc3)CCC2)cc1	-9.2	0.8	-4.9	0.0	-10.0	-2.1	9.0	-0.3
27	O=C(c1ccn[nH]1)N1CCOCC(Cc2ccc3[nH]ncc3c2)C1 (stereo unspecified)	14.4	2.1	1.3	1.1	11.6	0.7	8.7	11.8
28	CN(C)S(=O)(=O)c1cccc(NC(=O)C2Cc3ccccc3CN2C(=O)c2ccccc2)c1 (stereo unspecified)	5.7	-1.1	0.1	10.5	-4.5	-7.7	-25.2	-5.7
29	COc1ccc2[nH]c(=O)c(CN(CCCN3CCOCC3)C(=O)Nc3ccccc3Cl)cc2c1	1.3	-2.6	3.8	.	-1.0	-0.1	8.8	2.4
30	Cc1ccccc1S(=O)(=O)NCCc1cn(C)c2ncccc12	0.1	0.1	0.4	-5.0	-0.6	3.2	-11.2	-0.5
31	O=[N+]([O-])c1cc(S(=O)(=O)Nc2ccccc2)ccc1NCc1ccc(F)cc1	0.1	22.0	5.8	4.7	-35.0	-121.4	35.5*	22.7
32	O=S(=O)(NC1CCc2nc(C(F)(F)F)cn2C1)c1ccccc1 (stereo unspecified)	0.0	2.1	3.6	9.5	9.5	4.8	25.3	23.8
33	CC(=O)N1CCCC2(C1)Nc1cccnc1NC2=NCc1ccccc1 (stereo unspecified)	-17.4	-3.4	-2.6	-142.7	-127.2	-5.6	-474.1	-103.0
34	COc1ccc(/C=C/C(=O)N(Cc2ccc(F)cc2)C2CCS(=O)(=O)C2)cc1 (stereo unspecified)	12.6	-1.9	2.8	10.9	18.3	-10.7	14.1	9.7
35	COc1ccc2[nH]c3c(c2c1)CCN1C(=O)CN(C2CCN(Cc4ccccc4)CC2)C(=O)[C@]31C	10.4	0.8	7.2	-0.5	3.4	-19.5	3.6	-0.6
36	COc1cccc(CNC(=O)c2cc3cccc4c3n2CCS4)c1	-11.3	-9.9	-4.1	-25.0	-5.1	0.1	-154.2	-15.7
37	Cc1nn(Cc2ccccc2)c2sc(C(=O)NCCCN3CCOCC3)cc12	-6.0	2.3	-1.3	-14.3	-4.7	1.1	0.0	-13.7
38	O=C(COc1ccc2c(c1)OCO2)NC1CCCc2ccccc21 (stereo unspecified)	-17.3	-0.5	13.3	-39.0	-19.8	-26.0	-101.7	-14.7
39	CC1CCC2(C(=O)O)CCC3(C)C(=CCC4C5(C)CCC(O)C(C)(C)C5CCC43C)C2C1C (mixture of isomers)	1.5	0.7	0.4	22.5	16.4	3.2	40.2*	15.2
40	CCOC(=O)[C@@H]1CN(C(=O)CC)[C@H]2c3cccc(C)c3O[C@@H]12	17.9	0.4	0.3	16.3	8.3	-1.9	26.1	22.8
41	Cc1cc(F)ccc1NC(=O)C1CCN(c2nc3nc[nH]c(=O)c3s2)CC1	-7.4	-0.8	-5.6	0.1	-30.2	-0.7	-80.1	-22.2
42	CC(C)N(C)Cc1nnn2c1CN(Cc1cccnc1)CCC2	-23.9	-0.9	-0.3	7.6	-2.1	2.1	9.8	0.3
43	O=C(Nc1nc2c(s1)CN(C(=O)Nc1ccccc1F)CC2)c1cnccn1	-314.2	-4.2	-4.5	-38.1	-17.4	-3.5	-58.5	-8.5
44	COc1cccc(-n2cnc3cc(C(=O)NCc4ccncc4)ccc3c2=O)c1	57.6*	0.6	0.5	25.3	7.6	0.1	31.0*	15.5
45	O=C(NCc1cc(F)cc(F)c1)C1CCCN(c2nnc3ccccn23)C1 (stereo unspecified)	13.4	-1.2	3.7	0.0	5.6	0.0	9.7	4.8
46	N#Cc1ccc(NC(=O)N2CCC(c3nc4c(nnn4Cc4ccc(F)cc4)c(=O)[nH]3)CC2)cc1	-0.6	10.6	2.8	30.3*	29.1	-8.8	30.4*	6.1
47	COc1ccc2[nH]c(=O)c(CNC3CCCCC3)cc2c1	0.0	-1.4	0.7	7.9	10.1	3.7	8.5	7.3
48	Cc1nc(-c2cc(C)[nH]n2)cc(C2CCN(S(=O)(=O)N(C)C)CC2)n1	-14.4	0.0	-0.7	-1.2	1.1	8.8	-3.3	-0.5
49	O=C(Cc1ncn[nH]1)NCCc1ccccc1	0.7	0.6	4.4	13.7	8.2	5.4	21.0	16.3
50	O=S(=O)(c1ccccc1C(F)(F)F)N1CCCC(c2nnc(C(F)(F)F)o2)C1 (stereo unspecified)	0.0	-0.3	-2.6	2.2	-1.1	-0.3	-2.2	-2.5
51	O=C(C1COc2ccccc2O1)N1CCN(CC(=O)N(c2ccccc2)C2CCCCC2)CC1 (stereo unspecified)	20.2	0.4	1.2	12.1	7.2	3.6	27.3	17.1
52	COc1ccccc1NC(=O)CN1C(=O)c2cccnc2Sc2ccccc21	-0.4	-4.4	0.5	-1.7	-1.9	4.1	-31.5	-2.5
53	COc1cccc(CN2COc3c(Cl)cc4c(C)c(C)c(=O)oc4c3C2)c1	-13.9	-4.1	-3.8	26.6	-7.6	-4.1	-58.7	-21.1
54	CCc1nc(=O)c2ccccc2n1C1=CCN(C(=O)c2cccnc2)CC1	25.7	1.8	3.7	21.3	6.4	7.2	29.1	10.3
